From PubChem
BoNT A protease: BoNT/A light chain protease inhibitors, primary screen, biochemical, flow cytometry, MLPCN library. Botulinum neurotoxin type A light chain protease (Clostridium botulinum A str. ATCC 3502). multiplex microsphere protease substrate cleavage. inhibition, % at 10 µM. actives 0.17% (n = 360,000). AID 588499, 2011; also: plate controls were buffer without enzyme for full effect and enzyme alone for no effect
Y pestis TopoI: Yersinia pestis topoisomerase I inhibitors, primary screen, biochemical, cleavage product accumulation, plate reader, single point; DNA topoisomerase I (Yersinia pestis CO92); activity, % at 10 µM; actives 0.064% (n = 360,000); AID 504884, 2011; Y. pestis Topo-I cleavage product accumulation; in the data active = activity above about 50%, passing the limit was not always enough; inconclusive = no clear call, values can overlap the other calls; also: inactives centre near 2
FadD28 FP inh: inhibitors of FadD28 bisubstrate probe binding, primary screen, biochemical, fluorescence polarization, single point; inhibition, % at 12.5 µM; actives 0.22% (n = 360,000); Mycobacterium tuberculosis FadD28 fatty-acid-AMP ligase; AID 588549, 2011; in the data active = inhibition above about 8.5%, passing the limit was not always enough; inconclusive = no clear call, values can overlap the other calls
PfHsp40 yeast: rescue of yeast from PfHsp40 toxicity, primary screen, S. cerevisiae, ATP luminescence. actives 0.68% (n = 340,000). S. cerevisiae expressing PfHsp40, growth rescue. growth rescue, % at 12.5 µM; in the data active = growth rescue above about 28%, passing the limit was not always enough; inconclusive = no clear call, values can overlap the other calls;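 also: yeast W303a lacking pdr1 and pdr3 grown in galactose medium; growth measured after three days at 30 °C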
BoNT F protease: BoNT/F light chain protease inhibitors, primary screen, biochemical, flow cytometry, MLPCN library. Botulinum neurotoxin type F light chain protease (Clostridium botulinum). Multiplex microsphere protease cleavage assay. AID 588497, 2011. inhibition, % at 10 µM. actives 0.22% (n = 360,000); in the data active = inhibition above about 35%, passing the limit was not always enough; inconclusive = no clear call, values can overlap the other calls; also: plate controls were buffer without enzyme for full effect and enzyme alone for no effect
Anthrax LF prot: Bacillus anthracis LF protease inhibitors, primary screen, biochemical, multiplex microsphere, MLPCN library; Lethal factor (Bacillus anthracis), P15917; AID 588501, 2011; multiplex microsphere protease cleavage assay; actives 0.12% (n = 360,000); inhibition, % at 10 µM; also: plate controls were buffer without enzyme for full effect and enzyme alone for no effect
Target sequence (P15917 whole entry, looked up): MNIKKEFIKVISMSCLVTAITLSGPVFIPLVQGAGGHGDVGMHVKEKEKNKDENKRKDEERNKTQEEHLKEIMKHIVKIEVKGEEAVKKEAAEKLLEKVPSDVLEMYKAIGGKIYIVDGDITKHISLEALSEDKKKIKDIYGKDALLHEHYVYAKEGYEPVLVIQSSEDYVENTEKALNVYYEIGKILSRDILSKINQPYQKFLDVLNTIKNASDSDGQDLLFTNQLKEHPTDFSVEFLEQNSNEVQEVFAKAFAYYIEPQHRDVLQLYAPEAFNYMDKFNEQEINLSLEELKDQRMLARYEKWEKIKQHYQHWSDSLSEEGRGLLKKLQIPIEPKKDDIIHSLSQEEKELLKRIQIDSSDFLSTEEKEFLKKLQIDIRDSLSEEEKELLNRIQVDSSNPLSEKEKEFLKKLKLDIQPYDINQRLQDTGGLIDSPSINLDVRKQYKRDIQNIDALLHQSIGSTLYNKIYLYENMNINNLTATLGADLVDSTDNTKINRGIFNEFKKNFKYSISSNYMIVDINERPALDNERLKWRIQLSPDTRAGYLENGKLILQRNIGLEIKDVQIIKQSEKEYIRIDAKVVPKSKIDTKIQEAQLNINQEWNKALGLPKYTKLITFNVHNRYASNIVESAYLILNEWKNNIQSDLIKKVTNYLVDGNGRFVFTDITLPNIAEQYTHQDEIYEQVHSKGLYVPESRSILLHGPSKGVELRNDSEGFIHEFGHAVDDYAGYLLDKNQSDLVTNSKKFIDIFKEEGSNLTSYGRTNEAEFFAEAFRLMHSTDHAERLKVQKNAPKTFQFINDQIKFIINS
PrPC surface inh: inhibitors of human cell surface prion protein PrPC, primary screen, cell-based, TR-FRET. Major prion protein (Homo sapiens), P04156. TR-FRET read-out. inhibition, % at 13.8 µM. actives 0.43% (n = 370,000); in the data active = inhibition above about 24%; also: 0% = median of the test wells and 100% = reference compound wells
TcdB GH inh: TcdB glycohydrolase inhibitors, primary screen, biochemical, single point, plate reader; Toxin B (Clostridioides difficile), P18177; TcdB glycohydrolase enzymatic assay; inhibition, % at 9.99 µM; actives 0.24% (n = 350,000); in the data active = inhibition above about 10%
CCHFV vOTU inh: CCHFV vOTU protease inhibitors, primary screen, biochemical, Pep-AMC substrate, fluorescence. Crimean-Congo hemorrhagic fever virus L polyprotein viral ovarian tumor (vOTU) protease …. inhibition, % at 11.5 µM. actives 0.55% (n = 370,000). AID 651958, 2012; in the data active = inhibition above about 30%; also: 0% = vehicle wells with enzyme and 100% = no enzyme wells
* = called active by the depositor; ? = inconclusive; / = not tested or not shown. Rule as the data show it, unless noted: active = inhibition above about 30%; inconclusive = no clear call, values can overlap the other calls; inactive = below that. Rows were taken by chance. About 2.3% of those tested had a hit in this group.

SMILES | BoNT A protease | Y pestis TopoI | FadD28 FP inh | PfHsp40 yeast | BoNT F protease | Anthrax LF prot | PrPC surface inh | TcdB GH inh | CCHFV vOTU inh
CCOc1ccc(-c2nc(CCl)cs2)cc1OC | -1.0 | 3 | -2.1 | -0.5 | -5 | -5 | -1 | -0.2 | 0
Cc1ccc(N=C(NO)c2cnccc2C(F)(F)F)c(C)c1 | -0.7 | -3 | 0.3 | 0.7 | -6 | -10 | -3 | 0.8 | -11
S=c1[nH]c2cc3ccccc3cc2[nH]1 | 2.4 | -9 | -3.5 | 0.4 | -9 | -4 | 3 | 0.2 | 10
O=C(CSc1nnc(-c2ccco2)o1)NCCc1ccccc1 | -6.0 | 1 | -0.5 | -0.4 | -10 | -1 | 2 | 0.2 | 9
C/C(=N\NC(=O)C1CC1)c1ccc(Cl)c(Cl)c1 | -0.2 | 4 | -0.5 | -0.9 | 6 | 2 | 7 | / | -2
Cc1ccc2[nH]c(=O)c(-c3nc4ccccn4c3NCc3ccco3)cc2c1 | 0.1 | 4 | -2.4 | 0.7 | -4 | -1 | -8 | / | 16
COc1ccc(CC(NC(C)=O)C(=O)NC2CCN(C(=O)c3cc(OC)c(OC)c(OC)c3)CC2)cc1 (stereo not given) | -0.4 | 10 | -1.5 | 0.5 | -9 | -3 | 2 | -0.1 | -12
O=C(c1ccc(C(F)(F)F)cc1)C1CCCN(C(=O)c2csnn2)C1 (stereo not given) | -0.4 | -8 | -0.9 | -0.3 | -9 | -6 | 8 | 0.2 | -3
Brc1cccc(-c2nc(-c3ccncc3)no2)c1 | -0.6 | -5 | -0.3 | 0.3 | -6 | -1 | 4 | / | 4
N#Cc1nc(-c2ccccc2)oc1NCCN1CCCCC1 | 0.2 | -6 | -2.3 | -0.6 | 2 | -10 | -7 | / | -51
Cn1ncc(Br)c1NC(=O)c1ccco1 | -0.1 | 14 | -1.0 | -1.3 | 0 | 7 | / | / | /
COc1ccccc1NS(=O)(=O)c1ccc2oc(=S)[nH]c2c1 | / | -2 | -0.7 | -0.8 | / | / | 4 | -2.0 | 7
CC(C)CCNC(=O)CN(C(=O)Cn1nnc(-c2ccc(F)cc2)n1)C1CCCC1 | 0.0 | 8 | 0.2 | 2.1 | 0 | -1 | -5 | / | 1
CCOC(=O)c1cc(-c2ccccc2)n(CC(=O)NC(C)(C)C)c1C | -0.6 | -5 | -1.0 | -0.4 | -5 | 0 | 14 | 1.8 | 6
Cn1ncc(Cl)c1C(=O)N1CCN(S(=O)(=O)c2cccs2)CC1 | -0.5 | 5 | -5.3 | -0.1 | 2 | 0 | 1 | 0.4 | 20
CC(=O)Nc1c(C)ccc(S(N)(=O)=O)c1C | 0.3 | 4 | -1.8 | 1.0 | -3 | 1 | 6 | 0.7 | 7
CC1=CC(=C(C#N)C#N)C=C(C)N1Cc1ccccc1 | 0.8 | 4 | -4.8 | 1.8 | 4 | -10 | -1 | 0.0 | -6
CC[C@H](C)C(=O)N[C@H]1CCCN1C(=O)/C=C/c1ccccc1 | 0.0 | 3 | -4.3 | -0.5 | 4 | -2 | 1 | 0.5 | 1
O=C(Nc1ccccc1Cl)N1CCN(c2ccc3nnc(-c4ccc(F)cc4)n3n2)CC1 | ? | 2 | -0.3 | 2.7 | 7 | 0 | -7 | / | -13
Cc1ccc(S(=O)(=O)N2CCCCC2)cc1C(=O)NCc1ccc(S(N)(=O)=O)cc1 | 0.1 | 11 | -1.3 | -0.7 | 0 | -2 | 4 | 0.7 | 7
COc1cc(OC)cc(-c2cc(N)n(S(=O)(=O)c3cccc4nsnc34)n2)c1 | -0.1 | 3 | -4.2 | 1.1 | -4 | -8 | -19 | 0.9 | -1
CC(NC(=O)c1ccc(Cl)c(S(=O)(=O)NC2CC2)c1)c1ccco1 (stereo not given) | 0.0 | -2 | 2.9 | / | -4 | 0 | 5 | 0.2 | 1
O=c1[nH]c2ccccc2cc1-c1nnn(-c2ccccc2)n1 | 0.2 | -5 | -0.6 | -0.7 | -2 | 0 | -2 | 3.9 | -1
Nc1nc(SCC(=O)Nc2cc(S(=O)(=O)N3CCOCC3)ccc2Cl)n[nH]1 | -0.6 | 1 | -2.3 | -1.8 | -2 | 0 | 8 | 1.9 | -9
CCCCCC(=O)NC(=S)Nc1ccc(Br)cc1C | -1.3 | 2 | -1.4 | 0.1 | -8 | 1 | 6 | 0.8 | -1
S=c1nc(SCc2ccccc2)[nH]c2ccccc12 | 0.0 | 11 | -0.8 | 3.6 | 14 | 10 | 7 | 1.6 | 9
Cc1ccc(S(=O)(=O)NC(CC(=O)N2CCc3ccccc32)c2ccco2)cc1 (stereo not given) | -0.9 | 7 | -0.8 | 0.9 | -7 | -3 | 5 | / | 5
N#CCC(=N)N1CCN(c2ccccc2)CC1 | -0.3 | 1 | -3.8 | -1.8 | 1 | -2 | 3 | / | 14
Cc1cc(C(O)c2ncc(-c3ccccc3F)[nH]2)ccc1F (stereo not given) | -0.5 | 3 | -0.8 | / | -5 | -6 | 0 | 0.1 | -8
COc1ccc(O)c(-c2cc(-c3ccccc3[N+](=O)[O-])[nH]n2)c1 | 0.1 | -8 | -4.0 | 1.0 | -2 | -1 | -7 | / | 6
Cc1ccc2nc3c(cc2c1)CC1(C(=O)N(C)C(=O)N(C)C1=O)C1COCCN31 (stereo not given) | 2.1 | 2 | -2.7 | -1.2 | 11 | -8 | 6 | / | -4
O=C(CN(Cc1ccccc1)S(=O)(=O)c1ccc2c(c1)OCCO2)N/N=C/c1cccc(Br)c1 | -0.5 | 31 | 0.4 | 1.8 | -10 | -1 | 2 | 1.7 | 7
CN(c1ccc(OCC(=O)Nc2nc(-c3ccccc3)cs2)cc1)S(=O)(=O)c1ccc(F)cc1 | -1.1 | 15 | 0.8 | 0.2 | -7 | -1 | 15 | / | -8
CCOc1ccc(CN(C)C(=O)CN2C(=O)NC(c3ccccc3)(c3ccccc3)C2=O)cc1 | -2.3 | 23 | -4.4 | 0.4 | -1 | -3 | -4 | 0.6 | 7
CCCCOc1cccc(C(=O)NC(=S)Nc2cccnc2)c1 | -0.2 | 8 | -2.0 | -0.6 | -2 | -1 | 2 | -2.6 | 10
CC(Oc1cc2oc(=O)c3c(c2cc1Cl)CCCC3)C(=O)NCc1ccncc1 (stereo not given) | 0.1 | 19 | 0.7 | -0.8 | 0 | 1 | 5 | 0.2 | 0
CN1CCN(/N=C/c2ccc(N(C)c3ccccc3)cc2)CC1 | -0.2 | -4 | 2.0 | -0.7 | 8 | -7 | -10 | -0.1 | -9
CCCN1Cc2cccc(C(=O)Nc3ccc(C)cc3)c2C1=O | 0.4 | 1 | -2.0 | 1.0 | -1 | 2 | 4 | / | 12
CN(C)c1ccc(P(=O)(OC2CCCCC2)C(O)c2cccnc2)cc1 (stereo not given) | 0.4 | 4 | -3.6 | 0.4 | 8 | 1 | 2 | / | -1
Cc1nonc1NC(=O)CSc1nnnn1-c1ccccc1 | 0.3 | 1 | -2.4 | 0.3 | -2 | 9 | 6 | -0.6 | -7

One compound at a time, from the list above. Values in the order: BoNT A protease	Y pestis TopoI	FadD28 FP inh	PfHsp40 yeast	BoNT F protease	Anthrax LF prot	PrPC surface inh	TcdB GH inh	CCHFV vOTU inh
O=C(CN(Cc1ccccc1)S(=O)(=O)c1ccc2c(c1)OCCO2)N/N=C/c1cccc(Br)c1 is entered as -0.5	31	0.4	1.8	-10	-1	2	1.7	7
O=c1[nH]c2ccccc2cc1-c1nnn(-c2ccccc2)n1 is entered as 0.2	-5	-0.6	-0.7	-2	0	-2	3.9	-1

Single entries from the list.
O=c1[nH]c2ccccc2cc1-c1nnn(-c2ccccc2)n1 – BoNT F protease: -2
CN(C)c1ccc(P(=O)(OC2CCCCC2)C(O)c2cccnc2)cc1 (stereo not given) – BoNT A protease: 0.4
N#CCC(=N)N1CCN(c2ccccc2)CC1 – CCHFV vOTU inh: 14
Cc1nonc1NC(=O)CSc1nnnn1-c1ccccc1 – CCHFV vOTU inh: -7

The list goes on:
SMILES | BoNT A protease | Y pestis TopoI | FadD28 FP inh | PfHsp40 yeast | BoNT F protease | Anthrax LF prot | PrPC surface inh | TcdB GH inh | CCHFV vOTU inh
CCOc1cc(-c2noc(-c3ccncc3)n2)cc(Br)c1OC | -0.1 | 1 | 0.4 | 0.5 | -7 | 3 | -1 | / | 1
O=C(O)c1ccc(S(=O)(=O)N2CCCc3ccccc32)cc1 | 0.1 | 9 | -1.0 | 0.3 | 2 | 14 | 10 | -11 | -3
CC1=NNC(=O)C1Oc1ccccc1 (stereo not given) | -0.4 | 1 | -2.2 | 1.5 | -10 | -4 | -10 | -0.5 | -4
CCN(C(=S)NCc1ccccc1)c1ccccc1 | 0.1 | 5 | -4.1 | -0.3 | -2 | -1 | -3 | 0.1 | -2
O=C(CN1CCCC1c1cccs1)Nc1cc(S(=O)(=O)N2CCCC2)ccc1Cl (stereo not given) | -0.3 | 33 | 0.4 | 0.9 | 2 | 7 | 8 | 0.6 | 3
COC(=O)[C@H](CC(C)C)NC(=O)Nc1ccc(F)cc1 | 0.3 | -1 | -2.5 | 0.4 | 2 | 7 | 1 | -0.1 | 2
Cc1ccc(NC(=O)Cc2nc(CCl)cs2)cc1 | 4.4 | -4 | 0.8 | -1.8 | -1 | -3 | 2 | / | -3
O=C(Cn1[nH]c(=O)c2ccccc2c1=O)Nc1cccc(-c2nnc3n2CCCCC3)c1 | -2.2 | -10 | -2.1 | -0.4 | -7 | -13 | -1 | / | -2
CNc1nc(Cl)c(SC)c(NC2CCCCC2)n1 | 0.6 | -6 | -1.0 | 1.4 | 1 | 0 | -4 | 0.7 | 3
CCOC(=O)c1ccccc1NC(=O)CSc1nc(N)cc(N)n1 | -1.0 | -7 | -1.3 | -0.5 | -5 | -1 | 5 | / | 16
COc1ccc(C(=O)CSc2nnc(CNc3ccc(F)cc3)o2)cc1 | -0.2 | 9 | 0.2 | 0.1 | 8 | 4 | 1 | -0.5 | -4
CCCC(=O)NCc1nc2ccccc2n1CC(=O)c1ccccc1 | -1.7 | 9 | 1.8 | 0.2 | -19 | 5 | 1 | 2.1 | 6
Cc1ccc(-n2nc3c(c2NC(=O)c2ccc4c(c2)OCO4)CSC3)c(C)c1 | -2.0 | 7 | -4.7 | 0.7 | -17 | -7 | 0 | / | -9
C=CCn1c(Cc2ccccc2)n[nH]c1=S | -1.1 | 3 | -3.6 | -1.7 | -2 | -2 | 4 | 1.4 | -9
COc1ccc(Cl)cc1C(=O)NNC(=O)CNC(=O)c1ccco1 | -0.6 | 0 | -1.1 | -0.8 | -4 | -5 | 2 | 1.0 | 0
Cc1ccc(S(=O)(=O)CC(=O)Nc2nc(C(C)(C)C)cs2)cc1 | -0.5 | 8 | 1.5 | 1.1 | -2 | -4 | 6 | 0.7 | 28
COc1ccc(NC(=O)C2(S(=O)(=O)c3ccc(C)cc3)CC2)cc1OC | 2.5 | 1 | -0.6 | -0.5 | 2 | -4 | -4 | -3.3 | 15
Cc1ccccc1CN1C(=O)[C@H]2Cc3c([nH]c4ccccc34)C(C)(C)N2C1=O | 0.1 | -17 | -3.7 | 2.1 | 3 | -1 | -2 | -0.2 | 5
COc1ccc(/C=N/NC(=O)c2[nH]c(C)c(C(=O)N/N=C/c3ccc(OC)cc3)c2C)cc1 | -0.6 | 8 | -10 | 0.0 | 1 | -4 | -7 | / | 12
CCOC(=O)C1CCCN(CC(=O)Nc2ccc(C(=O)Nc3ccccc3OC)cc2)C1 (stereo not given) | 5.0 | 17 | -3.8 | -1.3 | ? | 2 | -2 | 4.3 | -2
COc1ccc(CCNC(=O)c2ccc(Cl)cc2)cc1 | 1.7 | -5 | -0.4 | 2.1 | 6 | -4 | 7 | / | -12
